cardiac RTF act: cardiac RTF calcium sensitization; P19429+P45379; IANBD-labeled TnC RTF fluorescence at EC20 calcium; 0% EC20 calcium, 100% full calcium; activation, % at 7.2 µM; actives 0.24% (n = 340,000); AID 493008;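 active = activation above the mean over all tested compounds plus 3 SD, cut at about 30% in these data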;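 also: rise in fluorescence read as greater calcium sensitivity of cardiac thin filaments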
PfHsp90 set2: growth inhibition of yeast expressing Plasmodium Hsp90. S. cerevisiae expressing PfHsp90, BacTiter-Glo ATP, 48 h; yeast lacking PDR1 and PDR3 efflux regulators. inhibition, % at 9.4 µM. actives 0.32% (n = 310,000). AID 504621;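 active = every replicate shows inhibition above about 80%, whatever the replicate mean, limit read from the data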;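 also: 0% = DMSO neutral controls and 100% = 20 µM radicicol positive controls; yeast relying on Plasmodium falciparum Hsp90 in place of its own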
PvdQ acylase: blocks Pseudomonas aeruginosa PvdQ acylase activity; purified PvdQ acylase, fluorescence plate reader; inhibition, % at 10 µM; actives 0.063% (n = 340,000); AID 488965; in the data active = inhibition above about 30%, passing the limit was not always enough;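 also: 0% = vehicle neutral wells and 100% = reference inhibitor wells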
Keap1-Nrf2 PPI: Keap1-Nrf2 (human) interaction inhibition. Q14145. Keap1 Kelch-Nrf2 peptide fluorescence polarization, 1536-well. inhibition, % at 9.4 µM. actives 0.15% (n = 340,000). AID 504523; in the data active = inhibition above about 12%;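 also: human Keap1 Kelch domain with fluorescein labeled Nrf2 9mer peptide probe; 0% = neutral control wells and 100% = peptide positive control; higher means more block of Keap1 binding to Nrf2 peptide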
Cardiac RTF inh: cardiac RTF calcium desensitization; inhibition, % at 7.15 µM; AID 493244; actives 0.12% (n = 340,000); IANBD-labeled cardiac RTF, Ca2+ fluorescence;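 active = inhibition above the mean inhibition of all tested compounds plus 3 SD, cut at about 17% in these data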;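 also: assay run at fixed EC70 calcium of 1.6 mM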
dFosB act: enhances mouse delta FosB homodimer DNA binding; P13346; purified delta FosB, TAMRA-CDK5 oligo fluorescence polarization; percent of positive-control signal above neutral wells; activation, % at 25 µM; actives 0.99% (n = 340,000);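 active = mean activation above about 17%, with every replicate also reaching it, limit read from the data, passing the limit was not always enough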;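 also: fluorescence polarization rise as delta FosB binds a TAMRA Cdk5 AP-1 oligo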
C-LANA FP: blocks KSHV LANA C-terminal domain binding to DNA. MBP-C-LANA/FAM-LBS DNA binding, fluorescence polarization. inhibition, % at 9 µM. actives 0.078% (n = 340,000);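 active = highest replicate inhibition at or above 60% at 9 µM, even if other replicates fall short; inactive = all replicates below 60% inhibition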;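 also: 0% = neutral control wells and 100% = 4 µM acridine orange control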
Rtt109 Vps75: C. albicans Rtt109 histone acetyltransferase inhibition; purified Rtt109/Vps75, ThioGlo CoA-SH fluorescence, 4 h; inhibition, % at 34.9 µM; actives 0.16% (n = 330,000); Q5AAJ8;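 active = inhibition of at least 50% in every replicate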
Target sequence (Q5AAJ8 whole entry, looked up): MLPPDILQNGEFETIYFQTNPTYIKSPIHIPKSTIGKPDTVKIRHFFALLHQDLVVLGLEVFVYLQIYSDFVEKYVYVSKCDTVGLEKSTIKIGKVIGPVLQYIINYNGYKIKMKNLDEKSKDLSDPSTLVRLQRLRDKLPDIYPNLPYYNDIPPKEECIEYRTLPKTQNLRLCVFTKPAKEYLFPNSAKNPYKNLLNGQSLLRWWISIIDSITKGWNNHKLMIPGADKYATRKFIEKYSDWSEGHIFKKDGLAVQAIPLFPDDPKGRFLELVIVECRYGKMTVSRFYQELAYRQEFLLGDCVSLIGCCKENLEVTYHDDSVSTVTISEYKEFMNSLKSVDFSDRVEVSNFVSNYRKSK
NSD2 HMT inh: inhibitors of human histone methyltransferase NSD2. actives 0.54% (n = 310,000). NSD2 peptide methylation, AlphaScreen, 120 min. inhibition, % at 12.5 µM; in the data active = inhibition above about 50%
SUMO Mot1 rescue: blocks SUMOylation pathway, rescuing yeast Mot1-301 growth | growth rescue, % at 18.8 µM | S. cerevisiae Mot1-301 growth rescue, ATP luminescence, 38.5C; percent above DMSO median, 100 means doubled | actives 1% (n = 320,000);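 active = every valid replicate shows activation above 250% relative to neutral control wells; inactive = the rest, any valid replicate at or below 250%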;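 also: OY570 slx delta 5 strain wells were the positive control but not used for scaling; some compounds called inactive have numbers as strong as hits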
CDK5 p35 inh: inhibitors of human CDK5/p35 kinase; Q00535+Q15078; Recombinant CDK5/p35, ADP-Glo luminescence, 60 min; inhibition, % at 10 µM; actives 0.01% (n = 330,000); AID 488839;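 active = highest replicate inhibition of at least 50% and at least 75% of replicates reaching 50%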;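 also: plate controls were DMSO neutral control for no effect and GW8510 at 10 µM for full effect; many of its hits are not listed in these tables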
Target sequence (Q00535 whole entry, looked up): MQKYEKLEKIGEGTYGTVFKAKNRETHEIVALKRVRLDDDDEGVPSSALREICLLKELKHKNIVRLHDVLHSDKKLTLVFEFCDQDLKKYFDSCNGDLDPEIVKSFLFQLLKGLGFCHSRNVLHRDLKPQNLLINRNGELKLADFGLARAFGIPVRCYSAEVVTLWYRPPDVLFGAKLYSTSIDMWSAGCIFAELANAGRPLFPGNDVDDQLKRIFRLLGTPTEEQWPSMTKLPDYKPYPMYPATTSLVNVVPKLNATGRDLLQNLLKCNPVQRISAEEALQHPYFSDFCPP
Target sequence (Q15078 whole entry, looked up): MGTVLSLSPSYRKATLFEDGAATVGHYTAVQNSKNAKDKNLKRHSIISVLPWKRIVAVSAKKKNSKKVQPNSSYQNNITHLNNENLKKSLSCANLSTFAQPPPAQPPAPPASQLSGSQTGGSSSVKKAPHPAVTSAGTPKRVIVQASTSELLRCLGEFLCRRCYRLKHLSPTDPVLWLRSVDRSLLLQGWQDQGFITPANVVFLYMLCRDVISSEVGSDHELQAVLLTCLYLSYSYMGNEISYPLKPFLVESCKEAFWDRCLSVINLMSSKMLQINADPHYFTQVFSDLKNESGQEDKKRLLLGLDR
* hit, by the source's call; i = inactive; nt = not tested or not shown. No enrichment for hits; about 3.2% have a hit in one of these screens.

SMILES	cardiac RTF act	PfHsp90 set2	PvdQ acylase	Keap1-Nrf2 PPI	Cardiac RTF inh	dFosB act	C-LANA FP	Rtt109 Vps75	NSD2 HMT inh	SUMO Mot1 rescue	CDK5 p35 inh
NC(=O)c1ccc(NC(=O)CSc2cn(CC(=O)N3CCOCC3)c3ccccc23)cc1	0	-1	-23	-8	-16	-4	-1.3	-18	0	-15	0.7
COCCCNC(=S)N(Cc1ccccc1)Cc1ccc(F)cc1	-2	-3	-6	-2	-4	-6	-0.8	-6	4	4	-1.0
CCOc1ccc(-c2nc3c(s2)CCc2onc(-c4ccc(OC)cc4)c2-3)cc1	2	-8	-14	-10	2	-5	0.2	1	nt	4	0.4
CCCCOC(=O)Nc1nnc(CC)s1	-7	5	1	-1	-4	-1	-1.1	19	-1	50	-1.2
COc1ccc2cc(CCNC(=O)C(C)(C)C)c(=O)[nH]c2c1	-1	-7	-1	3	-7	-1	0.0	-31	nt	-6	-0.1
CCC1CCCCN1C(=O)COc1ccc(N(C)S(=O)(=O)c2ccc(C)cc2)cc1 (stereo not given)	2	5	-1	4	0	-5	-1.2	13	-1	-4	-0.9
Cc1ccccc1N1CCN(S(=O)(=O)C[C@]23CCC(CC2NC(=O)[C@@H](N)CCS(C)(=O)=O)C3(C)C)CC1 (stereo not given in full)	2	5	-2	3	3	-3	-0.1	11	nt	i	0.0
Cc1cc(=O)oc2cc(OCC(=O)NC3CC(C)(C)NC(C)(C)C3)c(Cl)cc12	-5	14	8	2	-6	3	-2.1	9	-1	17	0.3
CC(C(=O)N1CCN(c2ccccc2)CC1)N1C(=O)C2CC=CCC2C1=O (stereo not given)	2	nt	-11	2	2	1	-0.9	-5	-2	-23	0.6
Cc1nn(Cc2ccccc2Cl)c2sc(C(=O)NC(C)(C)C)cc12	-8	-3	-16	2	4	-13	1.7	0	9	-5	0.9
Cn1ncc2c(=O)[nH]cnc21	0	22	-5	-4	-1	-8	0.1	4	-3	-10	1.0
CCOC(=O)C(=O)N1CCC(C(=O)OC)CC1	3	12	-13	-1	-8	2	0.7	4	-1	-3	0.4
CCCCC1=CC2=CC(=O)C(C)(OC(=O)CC)C(=O)C2=CN1C(CO)CO (stereo not given)	-8	nt	-8	-2	-8	1	3.3	1	nt	-3	-1.3
CC(CCc1ccccc1)NC(=O)C1CCC1 (stereo not given)	1	-22	-12	2	-15	-5	0.4	-3	-2	20	-2.1
O=C(COc1ccccc1C(=O)O)Nc1cccc2ccccc12	-1	9	-5	1	-16	1	-0.2	0	-2	34	0.0
Cc1cccnc1NC(=O)c1ccc(OCC2CCCO2)cc1 (stereo not given)	-1	-15	-13	0	2	-1	0.8	-6	-2	14	0.5
O=C(Cn1ccc2cc(S(=O)(=O)N3CCCC3)ccc21)NCc1ccccc1	2	12	-6	-7	-3	-7	1.2	-1	-1	-15	-0.5
COc1ccccc1-n1nnnc1SCc1cc2c(cc1Br)OCO2	-3	-2	-1	1	0	1	0.5	4	-2	11	0.1
Cc1ccc(S(C)=O)cc1-n1c(=O)n(Cc2ccccc2)c(=O)c2[nH]cnc21 (stereo not given)	-3	12	0	4	-10	-1	-2.1	0	-3	-7	0.1
CCOC(=O)c1c(NC(=O)C2=C(C)NC(=S)NC2c2ccc(F)cc2F)sc(C)c1C (stereo not given)	15	-21	-12	-2	-2	1	-2.7	12	0	9	0.3
Cc1onc2c(=O)n(-c3ccccc3)nc(-c3ccccc3)c12	3	-13	8	-7	-9	-5	0.5	0	-3	-9	2.2
CCOc1ccc(S(=O)(=O)NCc2ccc3c(c2)OCO3)cc1	-3	0	8	-3	-5	4	2.0	13	-2	8	2.7
CCOC(=O)N1CCC(NC(=O)c2cc(C(=O)NCc3ccc(F)cc3)ccc2CO)CC1	-1	-5	-2	2	-5	-1	0.3	-10	nt	109	0.2
Cc1ccc(S(=O)(=O)c2nc(Nc3ccccc3N3CCOCC3)sc2Cl)cc1	-7	7	-2	4	0	22*	-1.3	7	nt	24	-1.2
CC(=O)Nc1ccc(S(=O)(=O)NCCC(=O)OCc2csc(CC(=O)Nc3ccccc3C)n2)cc1	0	-1	-11	-1	-15	-7	-0.7	-3	0	-1	-0.1

Reprinted from the part before: two compounds, followed by the next part.
SMILES	cardiac RTF act	PfHsp90 set2	PvdQ acylase	Keap1-Nrf2 PPI	Cardiac RTF inh	dFosB act	C-LANA FP	Rtt109 Vps75	NSD2 HMT inh	SUMO Mot1 rescue	CDK5 p35 inh
Cc1ccc(S(=O)(=O)c2nc(Nc3ccccc3N3CCOCC3)sc2Cl)cc1	-7	7	-2	4	0	22*	-1.3	7	nt	24	-1.2
CC(=O)Nc1ccc(S(=O)(=O)NCCC(=O)OCc2csc(CC(=O)Nc3ccccc3C)n2)cc1	0	-1	-11	-1	-15	-7	-0.7	-3	0	-1	-0.1
CCCN1C(=O)/C(=C/c2nc3ccccc3c(=O)[nH]2)c2ccccc21	-4	6	-3	2	-4	-6	-1.8	4	-6	23	-2.1
Cc1cc(OC(C)C)nc(-c2ccccc2O)n1	-1	0	-4	3	0	3	-1.4	-1	-2	-5	-2.0
CCO[C@@H]1OC(C(=O)O)=C[C@H](c2ccc(C(F)(F)F)cc2)[C@H]1CCCO	7	-4	-23	-2	3	1	-0.1	2	nt	-11	-3.0
O=C(NCCc1c[nH]c2ccccc12)c1cncc(Br)c1	3	nt	-12	-3	-2	-3	-0.5	-10	nt	-1	1.0
COc1ccc(NC(=O)CSc2nc(-c3ccco3)nc3cc(=O)[nH]n23)cc1Cl	-1	-4	-8	2	5	-7	-1.0	3	7	-9	-1.7
CCOc1cc(C(=O)Nc2ccc(F)cc2)cc(Br)c1OC	-4	-42	-8	1	-21	-3	-0.8	8	-4	263	0.8
O=C(NC1CCN(S(=O)(=O)c2ccc(Cl)cc2)CC1)c1cccnc1	1	1	-17	-6	-8	1	0.6	1	28	-8	-1.1
O=C(O)c1ccc(N/N=C/c2cn(Cc3ccccc3F)c3ccccc23)cc1	-1	-32	-17	0	-4	-8	1.5	-2	nt	3	0.6
CNC(=O)Cn1nc(C)c(S(=O)(=O)N2CCOCC2)c1C	-4	-8	-16	3	-5	5	-0.7	-5	-3	9	-0.9
CC(=O)c1ccc(N2CCN(C(=O)c3cccc(Oc4ccccc4)c3)CC2)cc1	6	-24	-16	-2	-9	-6	-0.1	-3	0	0	0.5
Cc1cccc(NC(=O)CCN2CC(C)CC(C)C2)c1 (stereo not given)	-7	2	-18	1	-3	-11	-1.4	0	-4	16	1.1
N#Cc1nc(Cc2cccc3ccccc23)oc1NCCCn1ccnc1	-4	7	-3	3	5	-1	-3.8	-18	2	-10	2.1
COCCCNC(=O)CCn1c(=O)c2ccccc2n(Cc2cccc([N+](=O)[O-])c2)c1=O	-1	20	-11	0	-3	5	0.0	6	-2	217	0.8
COc1cccc(CN2CCNC(=O)C2CC(=O)NCc2cn3ccccc3n2)c1OC (stereo not given)	3	-19	4	5	-7	-1	7.2	13	-1	-10	-0.5
O=C(COC(=O)c1cc(S(=O)(=O)N2CCOCC2)ccc1O)NCC1CCCO1 (stereo not given)	-6	14	-2	1	-6	0	-1.6	0	0	-15	-0.3
Cc1ccc(NC(=O)COc2ncnc3cc([N+](=O)[O-])ccc23)cc1S(=O)(=O)N1CCOCC1	4	-13	-10	-1	0	-13	-0.9	1	0	2	0.6
O=C(NC1CCCC1)c1cc2ccccc2o1	1	-21	-4	3	0	-3	0.2	0	-3	2	1.2
CC(C)Cn1c(N)c(C(=O)COC(=O)c2ccc([N+](=O)[O-])o2)c(=O)n(C)c1=O	3	10	-14	-9	-20	-11	0.4	-2	99*	3	0.9
C=CCN1C(=O)C(=O)N(CC(=O)NCC(=O)Nc2ccc(F)c(F)c2F)C1=O	-3	9	5	-1	-3	11	-0.9	-4	-1	1	1.1
CCOc1ccc(-c2[nH]nc3c2C(c2cccnc2)C(C#N)=C(N)O3)cc1 (stereo not given)	1	12	-3	3	-1	-12	0.3	-6	5	4	0.3
Cc1ccc(NC(=O)c2ccc(OCC3CCCO3)cc2)c(C)c1 (stereo not given)	2	6	16	6	6	2	-1.2	-13	-2	9	0.4
COc1ccc(Cl)cc1Nc1nc(N)nc(C(F)(F)F)n1	-3	nt	-9	0	-2	-6	-1.2	-2	-4	10	0.7
O=c1oc(Nc2cccc(F)c2)nc2ccccc12	1	33	-13	-2	1	-2	2.3	-12	-5	0	0.7
COC(=O)[C@@H]1Cc2c([nH]c3ccccc23)C2CCC(=O)N21 (stereo not given in full)	-4	12	5	-1	3	-2	-5.9	8	-1	-15	1.0
CS(=O)(=O)c1ccc(C(=O)N2CC(=O)Nc3ccccc32)cc1	-3	-18	-20	-6	-4	6	-0.4	-5	5	-22	-7.3
Other compounds.
SMILES	cardiac RTF act	PfHsp90 set2	PvdQ acylase	Keap1-Nrf2 PPI	Cardiac RTF inh	dFosB act	C-LANA FP	Rtt109 Vps75	NSD2 HMT inh	SUMO Mot1 rescue	CDK5 p35 inh
O=C(Cc1coc2cc3c(cc12)CCC3)OCC(=O)N1CCCC1=O	4	-17	-4	-6	-22	-8	-0.4	-9	-1	9	-0.6
O=C(CCN=C1NS(=O)(=O)c2ccccc21)Nc1ccc(Cl)cc1F	-2	-8	-5	-3	-1	-1	0.7	4	0	3	-3.4
CCCCc1c(O)nc(SCC(=O)c2ccccc2)n(-c2ccccc2OC)c1=O	1	-16	5	-3	-2	-8	-0.4	3	6	236	-1.0
O=C(NNC(=O)c1cccc(Br)c1)Nc1ccc(Cl)cc1	4	-7	7	-5	-2	16	-1.8	17	1	-8	-0.6
O=C(NCCC(c1ccccc1)c1ccccc1)c1cnc2sccn2c1=O	2	-12	-10	-8	-11	-14	0.3	-7	-2	14	0.1
CCCCNC(=O)NS(=O)(=O)c1cnccc1Sc1ccc(Cl)cc1	-3	6	-6	2	-6	0	-2.2	-9	0	9	1.5
C[N+](C)(C)CCC(=O)N1C/C(=C/c2ccccc2)C(=O)/C(=C\c2ccccc2)C1	-1	-26	-21	-25	-3	-9	-0.7	-4	50*	nt	0.3
Nc1cc(Oc2cccnc2)cc([N+](=O)[O-])c1	0	-12	-10	-2	-12	-4	-0.3	2	-1	nt	0.6
CN(C)C(=O)c1cn(-c2ccccc2)c(=O)c2ccccc12	-3	15	10	-8	-3	-2	1.6	12	0	-29	-0.8
COC(=O)CSc1nnc(CNC(=O)c2ccc(S(=O)(=O)N(C)C)cc2)n1C	-5	13	-7	-7	-3	-2	-2.1	-2	-1	-17	1.8
COc1ccc(C(=O)COC(=O)C2CCN(S(=O)(=O)c3cccc4cccnc34)CC2)cc1	12	-26	-20	-7	1	-11	-0.4	-4	0	17	3.0
COc1ccc(-c2cn3c4c(sc3n2)CCCC4)cc1	0	15	5	4	4	1	-0.7	3	1	6	0.5
O=C(CN1CCOCC1)n1c2ccccc2c2ccccc21	-4	11	1	0	5	-3	-1.4	-8	-1	-4	0.4

High-throughput results deposited in PubChem BioAssay by several laboratories.
